# Growth percent in the NCI-60 one-dose screen (48 h, 10 µM unless noted): 100 = growth as untreated, 0 = no growth, -100 = all killed.
# RXF 393: RXF 393 renal cancer cells | hit rate 6.9% among 77,000 | AID 1794773
# 786-0: 786-0 renal cancer cells; hit rate 5.1% among 81,000
# ACHN: ACHN renal cancer. AID 1794771. hit rate 4.9% among 81,000
# UO-31: UO-31 renal cancer | hit rate 5.2% among 81,000 | AID 1794768
# SN12C: SN12C renal cancer cells; hit rate 3.8% among 81,000; AID 1794767
# IGROV1: IGROV1 ovarian cancer; hit rate 4.7% among 79,000
# TK-10: TK-10 renal cancer cells; hit rate 3.9% among 81,000
# SK-OV-3: SK-OV-3 ovarian cancer cells; hit rate 3.2% among 80,000; AID 1794785
# Active calls of the source: *; . = no result given; [ ] = another dose, or the depositor's remark. The calls were made as follows: active = growth percent below 10; inactive = the rest.
# Start of the listing, in advance, 11 compounds:
SMILES,RXF 393,786-0,ACHN,UO-31,SN12C,IGROV1,TK-10,SK-OV-3
CS(=O)(=O)c1ccc(-c2cc3c(Nc4ccc(F)c(Cl)c4)ncnn3c2)cc1,112,101,92,103,95,92,101,105
CCCCCCC(C(=O)O)C(=O)O,103,105,98,.,96,109,92,98
O=C(c1ccccn1)C(O)c1ccccn1 (centres undefined),109,103,107,97,105,101,94,99
Cc1ccc2c(n1)C(=O)C(Cl)=C(Nc1ccccc1C(=O)OC(C)(C)C)C2=O,-82*,-79*,-74*,-63*,53,60,-85*,105
CC(=O)c1c(C)nc(SCC(=O)Nc2ccccc2)n1-c1ccc(Cl)cc1,106,101,103,91,91,103,108,94
COc1ccccc1Nc1nnc(-c2ccccc2O)o1,87,98,98,80,104,106,104,93
COC(=O)[C@H](C)NC(=O)[C@@H]1CCCN1C(=O)CNC(=O)[C@H](C)N,108,98,108,91,105,109,96,102
CCCCOc1ncnc2nc[nH]c12,98,97,101,100,102,124,101,107
O=Cc1cc([N+](=O)[O-])ccc1Cl,102,93,88,78,80,97,89,108
CC(=O)Nc1ccc2c(c1)c(NC(C)=O)nn2C(=O)Nc1ccc(Cc2ccccc2)cc1,93,68,66,68,83,83,85,67
CCCCCCCCCCCCc1ccc(OC(=O)OCCCC)cc1,103,97,104,91,97,97,114,110

# The whole of this part (from the top)
SMILES,RXF 393,786-0,ACHN,UO-31,SN12C,IGROV1,TK-10,SK-OV-3
CS(=O)(=O)c1ccc(-c2cc3c(Nc4ccc(F)c(Cl)c4)ncnn3c2)cc1,112,101,92,103,95,92,101,105
CCCCCCC(C(=O)O)C(=O)O,103,105,98,.,96,109,92,98
O=C(c1ccccn1)C(O)c1ccccn1 (centres undefined),109,103,107,97,105,101,94,99
Cc1ccc2c(n1)C(=O)C(Cl)=C(Nc1ccccc1C(=O)OC(C)(C)C)C2=O,-82*,-79*,-74*,-63*,53,60,-85*,105
CC(=O)c1c(C)nc(SCC(=O)Nc2ccccc2)n1-c1ccc(Cl)cc1,106,101,103,91,91,103,108,94
COc1ccccc1Nc1nnc(-c2ccccc2O)o1,87,98,98,80,104,106,104,93
COC(=O)[C@H](C)NC(=O)[C@@H]1CCCN1C(=O)CNC(=O)[C@H](C)N,108,98,108,91,105,109,96,102
CCCCOc1ncnc2nc[nH]c12,98,97,101,100,102,124,101,107
O=Cc1cc([N+](=O)[O-])ccc1Cl,102,93,88,78,80,97,89,108
CC(=O)Nc1ccc2c(c1)c(NC(C)=O)nn2C(=O)Nc1ccc(Cc2ccccc2)cc1,93,68,66,68,83,83,85,67
CCCCCCCCCCCCc1ccc(OC(=O)OCCCC)cc1,103,97,104,91,97,97,114,110
COc1ccc(C(=S)N2CCN(c3cccc(Cl)c3)CC2)cc1,160,97,109,83,103,104,94,107
COc1ccc(C2CC(c3ccc(Cl)c(Cl)c3)=NN2c2ccccc2)cc1OC (centres undefined),.,100,97,80,99,101,118,94
C=CC(=O)NC(C)(C)C,136,105,106,95,105,110,85,107
NNC(=S)Nc1cccc2ccccc12,128,111,101,98,101,.,96,94
CCSc1nc(-c2ccc(OCc3ccccc3)cc2)c(C#N)c(=O)[nH]1,103,80,87,56,98,92,86,95
CCS(=O)(=O)Oc1ccc(C(=O)CC2(O)C(=O)Nc3ccccc32)cc1 (centres undefined),125,108,95,70,96,97,135,107
COc1cc(-c2nc(N3CCN(c4ccccc4Cl)CC3)c3ccccc3n2)cc(OC)c1OC,95,82,93,83,99,105,114,95
C=C1C(=O)O[C@H]2[C@H]1CC/C(COC(=O)NCCc1cccc(OC)c1)=C\CC[C@@]1(C)O[C@@H]21,-2.8*,5.2*,-9.7*,32,43,.,25,90
COc1ccc(-c2c(C(=O)NS(=O)(=O)C3CC3)n(Cc3cccc(C(F)(F)F)c3)c3ccccc23)cc1,109,98,85,80,87,92,107,96
C[N+](C)(C)CCc1ccccc1,120,94,.,92,98,99,93,95
COC(=O)c1cc([N+](=O)[O-])c(C)c(C)n1,114,110,99,104,99,112,120,119
CCCOc1nc(-c2ccco2)cc(-c2ccc(Cl)cc2Cl)n1,111,103,103,72,103,101,119,118
CCOC(=O)/C=C1\S/C(=N\Nc2cc(=O)[nH]c3ccc(Br)cc23)N(c2ccccc2)C1=O,35,86,73,60,79,59,91,110
Cn1[nH]c(=O)ccc1=O,103,88,104,92,108,113,109,98
CCC(=O)Nc1ccc(Cl)cc1,107,15,107,86,94,114,104,100
CN(C)c1nc2ccccc2c2c1c1c(n2Cc2ccccc2)-c2ccccc2C1=O,96,58,65,75,91,58,99,90
Cc1ccc2oc(=O)cc(COc3ccc(N=Cc4ccccn4)cc3)c2c1,114,89,102,78,102,112,86,116
Cc1cccnc1F,113,100,102,93,102,107,92,102
CCC(CC)(c1ccccc1)C(O)c1ccccc1 (centres undefined),97,100,96,93,109,99,114,106
Brc1ccc(SSc2ccc(Br)cc2)cc1,75,59,109,50,64,29,97,110
COc1ccc2nc(C#N)sc2c1,108[100 µM],105[100 µM],101[100 µM],93[100 µM],99[100 µM],102[100 µM],89[100 µM],109[100 µM]
COc1cc(/C=C2\SC(N3CCCCC3)=NC2=O)ccc1OCCCCCCOc1ccc(/C=C2\SC(N3CCCCC3)=NC2=O)cc1OC,-44*,51,23,34,25,19,.,42
COc1ccc(C2c3ccc4ccccc4c3Oc3nc[nH]c(=O)c32)cc1 (centres undefined),103,100,89,59,99,83,126,65
Cc1[nH]nc2ccc3nc(-c4ccc5[nH]ncc5c4)c4c(c3c12)CCCC4,9.1*,34,6.9*,13,23,12,10,-20*
C/C(Cl)=C\COC1=CC(=O)c2ccccc2C1=O,98,107,99,81,94,100,158,103
O=C(NNC(=O)c1ccc(NC(=O)c2ccccn2)cc1)Nc1ccccc1,102,97,103,83,101,103,90,108
Cc1ccc(N=Nc2c(N)nn3c(-c4ccc(Cl)cc4)c(-c4nc5ccccc5s4)c(N)nc23)cc1,102,103,102,88,99,98,128,104
N#Cc1c(Cl)nc(SCc2ccccc2)nc1-c1ccc(Cl)cc1,112,104,102,88,97,103,116,106
COc1cc2c(cc1-c1c(C)noc1C)ncc1nc(C3CCOCC3)n(C3CCC(OC(F)F)CC3)c12 (centres undefined),59,52,54,15,80,56,21,17
Clc1ccc(C2=NNC(c3sc(Cl)nc3Cl)C2)cc1 (centres undefined),116,101,101,74,97,90,148,94
NCCS(=O)(=O)O,117,97,101,87,112,107,107,105
COc1cc(-c2nc(C(=O)NCC(=O)O)nn2-c2ccc(Cl)cc2)cc(OC)c1OC,.,103,112,91,101,105,117,99
O=c1c2cc(F)ccc2sc2c(NCc3cccnc3)nc3ccccc3c12,95,87,84,59,89,84,91,104
O=C(CN1CCN(c2cc(=O)n(-c3ccccc3)c3ccccc23)CC1)Nc1ccc(Cl)cc1,78,104,84,67,86,92,99,104
CN1CCN(CN2N=C3c4ccsc4CCCC3CC2=O)CC1 (centres undefined),99,95,100,95,103,102,108,99
CC(=O)/C(=C\n1c(=S)[nH]c2ccc([N+](=O)[O-])cc21)C(=O)Nc1ccccc1C,95,101,96,99,104,108,111,106
O=C1CSC(=S)N1/N=C/c1ccc(Cl)s1,108,102,98,79,96,100,118,93
CN(C)c1nc(NCCNS(=O)(=O)c2ccc(C(=O)/C=C/c3ccc(F)cc3)cc2)nc(N2CCOCC2)n1,77,-56*,79,60,64,-45*,72,83
O=C1C(=O)c2ccccc2C(O)=C1CCCc1ccc(C2CCCCCC2)cc1,68,56,39,24,53,21,61,49

# The list continues.
SMILES,RXF 393,786-0,ACHN,UO-31,SN12C,IGROV1,TK-10,SK-OV-3
CCOC(=O)c1ccc2c(c1)NC(=O)[C@H]1CCCN21,98,99,107,98,103,95,107,108
Cc1ccc(NC(=O)c2[nH]c(SCCN(C)C)nc2-c2ccc(F)cc2)cc1C#Cc1cnc2cccnn12,-62*,-67*,-88*,-77*,87,79,105,98
CNC(=O)c1cc(N2CCc3cc(NC(=O)c4cccc(C(F)(F)F)c4)ccc32)ccn1,113,100,93,91,93,107,111,106
CCNc1ccc(Nc2ncnc3c2cnn3CC(C)=O)cc1,100,101,99,91,101,105,87,106
NC(N)=N/N=C/c1ccccc1C(=O)O,111,104,102,84,105,106,100,106
COc1ccc(-c2nc(-c3nc4ccc(C(F)(F)F)cc4[nH]3)c3ccccn23)cc1,62,79,76,37,69,76,99,89
CC(=O)COc1ccccc1[N+](=O)[O-],107,106,111,88,104,109,94,106
NC(=O)C1(NC2CCCCC2)CCN(Cc2ccccc2)CC1,126,100,103,75,100,102,110,99
COc1ccc2nc(SCC(=O)Nc3ccccc3)[nH]c2c1,93,94,85,61,95,90,83,89
O=c1c(O)c(-c2cc(O)c(O)c(O)c2)oc2cc(O)cc(O)c12,103,101,103,96,.,103,104,80

# Shown tab-delimited: part of the list above.
SMILES	RXF 393	786-0	ACHN	UO-31	SN12C	IGROV1	TK-10	SK-OV-3
O=c1c(O)c(-c2cc(O)c(O)c(O)c2)oc2cc(O)cc(O)c12	103	101	103	96	.	103	104	80
COc1ccc2nc(SCC(=O)Nc3ccccc3)[nH]c2c1	93	94	85	61	95	90	83	89

# Next section.
SMILES,RXF 393,786-0,ACHN,UO-31,SN12C,IGROV1,TK-10,SK-OV-3
O=NN(Cc1ccccc1)c1ccccc1,108,103,103,87,103,116,99,106
CC(=O)O[C@H]1CC2CCC3C(CC[C@@]4(C)C3C[C@H]([N+]3(C)CCCCC3)[C@@H]4OC(C)=O)[C@@]2(C)C[C@@H]1[N+]1(C)CCCCC1 (some centres undefined),105,107,107,86,89,112,115,109
O=c1[nH]c(SCc2nc3cc(Cl)c(Cl)cc3[nH]2)nc2c1CCC2,101,91,105,81,108,100,99,92
CN1C=Cc2ccccc2C1C[N+](=O)[O-] (centres undefined),110,107,95,65,99,111,150,94
O=C(CC(=O)Nc1ccc(Oc2ncnc3scc(Nc4n[nH]c(=S)s4)c23)cc1)Nc1ccc(Cl)cc1,95,101,77,47,88,62,137,77
COc1cccc(-c2nc3occn3c2-c2ccnc(S(C)(=O)=O)n2)c1,106,105,98,87,92,85,100,.
C#CCn1c2c(c3ccccc31)C[C@]1(C)[C@H]3C(=O)C=C4[C@@H]5C[C@@](C)(C(=O)OC)CC[C@]5(C)CC[C@@]4(C)[C@]3(C)CC[C@H]1C2(C)C,105,102,95,84,98,101,107,110
NC(N)=N/N=C/c1cccc(Br)c1,96,94,108,79,101,86,100,91
CNC(=O)c1cc(N2CCc3cc(NC(=O)Nc4ccc(Cl)c(Cl)c4)ccc32)ccn1,-2.7*,67,80,89,86,94,99,89
CC(=O)c1cccc(NC(=O)c2sc3nc4c(cc3c2N)C(=O)CCC4)c1,104,97,103,100,109,96,89,102
CCCCCCCCCCCCNC(=S)N/N=C/c1ccc(O)c(OCC)c1,115,110,101,76,87,98,109,111
CN(C[C@H]1Cc2c(cccc2N2CCN3CCC[C@@H]3C2)CN1)[C@H]1CCCc2cccnc21,71,80,42,22,65,46,55,92
CCNc1ccc(-c2nc3ccccc3n3cccc23)cc1,88,86,74,52,78,64,83,72
CC(C)=C/C(C)=N\NS(=O)(=O)c1ccc([N+](=O)[O-])cc1,101,108,107,77,100,107,105,101
Cc1cc2nc3c([nH]c2cc1C)c1ccc(=O)cc1n3CCN(C)C,58,49,20,13,38,28,105,64
COc1ccc(S(N)(=O)=O)cc1,112,98,104,95,90,108,109,124
COc1ccc(-c2nnc3ccc(N/N=C/c4ccc(O)cc4)nn23)cc1,43,23,43,30,42,39,39,104
C=C1C(=O)O[C@H]2[C@H]1CC/C(COC(=O)c1cc3cc(F)ccc3[nH]1)=C\CC[C@@]1(C)O[C@@H]21,-84*,-90*,-89*,-88*,-42*,-72*,-95*,27
COc1ccc(OC)c(-n2cc(C#N)c(N)c2C(=O)c2ccc(Br)cc2)c1,104,114,106,82,99,99,114,98
CCOc1ccc(/C(O)=C2\C(=O)C(=O)N(c3nnc(C)s3)C2c2ccccc2F)cc1 (centres undefined),103,107,105,113,113,118,125,107
Nc1[nH]nc2[nH]c(=S)nc(-c3ccc(Cl)cc3Cl)c12,95,90,76,71,91,105,112,94
COc1cccc(C(Cc2ccccc2)Nc2ccccc2)c1OC (centres undefined),109,95,106,85,103,87,97,91
O=c1nc(Nc2ccccc2O)sc2ccccc12,87,99,87,58,91,78,119,88
C=C1C(=O)O[C@H]2[C@H]1CC/C(CNC(=O)/C=C/c1cccc(OC)c1)=C\CC[C@@]1(C)O[C@@H]21,-80*,-59*,-80*,-95*,6.0*,21,-38*,86
COc1c2c(cc3c1C(C)=NC(C)C3)OCO2 (centres undefined),116,116,101,90,97,118,105,104
O=C1C2C3C=CC(CC3)C2S(=O)(=O)C2C3C=CC(CC3)C12 (centres undefined),105,116,93,60,99,115,111,99
COc1cc(-c2cc(/C=C/C(=O)c3ccc4c(c3)OCO4)[nH]n2)cc(OC)c1OC,75,41,85,39,64,98,.,99
O=C1c2cccc(NCCN=Cc3cc([N+](=O)[O-])ccc3O)c2C(=O)c2c(NCCN=Cc3cc([N+](=O)[O-])ccc3O)cccc21,74,83,71,76,41,74,114,.
COc1ccc(Cl)cc1Nc1nc(-c2c(C)nc3ncccn23)cs1,97,80,88,54,86,92,105,91
CC(C)=CC(=O)N[C@H]1CC[C@]2(C)C3CC[C@]4(C)C(C(C)N(C)C)=CCC4C3CCC2[C@H]1O (some centres undefined),27,48,59,-48*,70,51,86,115
CC(C)(C)c1cc(CNC2CCCCC2)c(O)c(CNC2CCCCC2)c1,83,92,114,48,106,81,100,107
CC1(C)C(=O)CC[C@]2(C)[C@H]3CC=C4[C@@H]5C[C@@](C)(C(N)=O)CC[C@]5(C)CC[C@@]4(C)[C@]3(C)CC[C@@H]12,104,100,104,97,94,110,106,80
COC(=O)[C@H](Cc1cn(C)cn1)NC(=O)[C@H](Cc1c[nH]c2ccccc12)NC(=O)Nc1cc(C(F)(F)F)cc(C(F)(F)F)c1,-81*[100 µM],-84*[100 µM],-38*[100 µM],23[100 µM],-84*[100 µM],-46*[100 µM],-66*[100 µM],-90*[100 µM]
N#CC1=C(Nc2ccccc2Cl)SC(c2ccccc2O)NC1=O (centres undefined),121,114,98,84,102,102,134,116

# Compound activity deposited in PubChem by NCI.
